Tb PGK inh = blocks T. brucei phosphoglycerate kinase; PGK/GAPDH coupled, Kinase-Glo luminescence, 60 min; actives 0.043% (n = 380,000); AID 602233; Potency, µM (series often up to 57.5 µM), inactives show at the highest dose activity change, negative = inhibition, most hits filed as inhibitors; further: potency means the concentration at half of the fitted maximal effect; on the % scale 0 is the no-effect control and ±100 the full control effect; nearly all actives have a fitted effect of over 60% in size
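Luminescent ATP detection (Kinase-Glo Plus) follows a 60-minute room-temperature incubation, with wells lacking PGK as controls. Buffer: 100 mM TEA (pH 7.6), 5 mM MgCl2, 0.01% Tween-20. Coupling enzyme GAPDH (100 nM final) supplies unstable 1,3-BPG in-well.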
PI4K2A block = blocks human PI4K2A kinase activity; Q9BTU6; actives 0.13% (n = 420,000); purified PI4K2A, ADP-Glo luminescence, 1 h; active compounds read low; activity change, negative = inhibition, % at 76.9 µM; AID 1346378; in the data active means activity change below about -50%; inconclusive means mostly about -30% to -49%;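 further: -100% = wells without enzyme as full effect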
Target sequence (Q9BTU6 whole entry, looked up): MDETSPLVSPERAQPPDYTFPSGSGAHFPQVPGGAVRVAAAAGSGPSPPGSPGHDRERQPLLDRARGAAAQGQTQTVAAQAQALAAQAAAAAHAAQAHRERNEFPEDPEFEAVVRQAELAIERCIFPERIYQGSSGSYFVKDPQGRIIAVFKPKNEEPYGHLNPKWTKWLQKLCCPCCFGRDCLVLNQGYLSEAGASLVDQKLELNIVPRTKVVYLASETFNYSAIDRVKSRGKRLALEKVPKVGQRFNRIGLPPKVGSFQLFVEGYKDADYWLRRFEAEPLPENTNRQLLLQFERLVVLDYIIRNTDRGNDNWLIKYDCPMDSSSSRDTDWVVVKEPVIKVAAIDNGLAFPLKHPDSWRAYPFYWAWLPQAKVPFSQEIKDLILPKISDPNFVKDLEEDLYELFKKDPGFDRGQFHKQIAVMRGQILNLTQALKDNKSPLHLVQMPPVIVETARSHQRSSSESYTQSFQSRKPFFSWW
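Compounds are screened against recombinant PI4K2A using PI as substrate and ATP, the latter dispensed at 300 microM. Reactions run one hour at ambient temperature before ADP-Glo detection; full inhibition defined by wells lacking enzyme.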
HP1b binding inh = HP1-beta chromodomain-methylated histone interaction inhibition. P83916. AlphaScreen HP1-beta / biotin-H3K9me3 peptide binding. Potency, µM (series often up to 114 µM), for inactives: top-dose activity change, negative = inhibition, usual class: inhibitors. actives 0.56% (n = 390,000). AID 540317; further: potency means the concentration at half of the fitted maximal effect; nearly all actives have a fitted effect of over 70% in size; inactives centre near 23
Target sequence (P83916 whole entry, looked up): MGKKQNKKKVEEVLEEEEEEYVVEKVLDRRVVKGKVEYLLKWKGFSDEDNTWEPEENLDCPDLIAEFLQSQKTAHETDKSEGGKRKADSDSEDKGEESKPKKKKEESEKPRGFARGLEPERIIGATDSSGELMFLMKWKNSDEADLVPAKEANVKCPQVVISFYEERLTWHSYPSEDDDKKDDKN
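AlphaScreen: HP1-beta (50 nM) preformed 30 min with biotin-H3(1-18)K9me3 peptide (50 nM) in PBS pH 7.4, 0.01% Tween-20. Compound added for 30 min at RT, then streptavidin donor/nickel chelate acceptor beads (10 ug/mL) for 30 min.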
Pin1 inhibitor = human Pin1 inhibition; Q13526; Pin1 FP peptide displacement, HiFluor488, 10 min; Potency, µM (series often up to 115 µM), inactives show at the highest dose activity, negative = inhibition, hits mostly inhibitors; actives 0.009% (n = 390,000); active means well fitted inhibition curve with a large enough effect in the polarisation, with a control signal flat, not every such curve was filed as active; inconclusive means small, poorly fitted or top-dose-only effect, or effect the other way, or a change in a side signal; inactive means no such curve, though single readings can be large or run the other way; the % refers to the polarisation; further: potency means the concentration at half of the fitted maximal effect; on the % scale 0 is the no-effect control and ±100 the full control effect
GLS inh = blocks human kidney-isoform glutaminase activity. O94925. GLS enzymatic activity, qHTS titration. Potency, µM (highest dose often 45.5 µM), for inactives: at the top dose activity change, negative = inhibition, usual class: inhibitors. actives 0.21% (n = 410,000). AID 624170; further: potency means the concentration at half of the fitted maximal effect; on the % scale 0 is the no-effect control and ±100 the full control effect
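Coupled fluorescence readout: glutamate oxidase/HRP/Amplex Red detect glutamate formed by hKGA from L-glutamine (1 mM solution added). Buffer 45 mM KH2PO4 pH 8.2, 0.02% Tween-20; reads at t0 and 30 min RT.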
ERG Ets-DNA blk = ERG Ets/DNA interaction inhibition | P11308 | fluorescence polarization, His-ERG Ets domain / labelled DNA | Potency, µM (doses to about 76.9 µM), without a hit: top-dose FP activity, negative = inhibition, hits mostly inhibitors | actives 0.028% (n = 370,000); active means well fitted inhibition curve with a large enough effect in the polarisation, with a control signal flat; inconclusive means small, poorly fitted or top-dose-only effect, or effect the other way, or a change in a side signal; inactive means no such curve, though single readings can be large or run the other way; the % refers to the polarisation;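 further: polarization taken with two DNA probes labelled with fluorescein and Texas red; potency means the concentration at half of the fitted maximal effect; % of control where 0% means no effect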
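His-tagged ERG Ets domain (1 uM in the protein solution; 300mM KCl, 50mM Tris-HCl, 1mM EDTA, 1mM DTT, pH 7.5) received compound, then a probe mix of 5 nM fluorescein-DNA and 100nM Texas-615-DNA. Fluorescence polarization was read for both dyes.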
BAZ2B inh = blocks human BAZ2B. Q9UIF8. AlphaScreen BAZ2B-H3K14Ac peptide displacement. Potency, µM (doses to about 114 µM), inactives show at the top dose activity change, negative = inhibition, actives largely listed as inhibitors. actives 4.4% (n = 360,000); further: potency means the concentration at half of the fitted maximal effect; on the % scale 0 is the no-effect control and ±100 the full control effect; nearly all actives have a fitted effect of over 60% in size
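Complex of BAZ2B and biotin-H3K14Ac (50 nM apiece) forms over 30 min at RT, then faces library compounds up to 110 uM for another 30 min; AlphaScreen beads added, 20 min dark incubation, luminescence read.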
JMJD2A Tudor = inhibitors of human JMJD2A Tudor domain; Potency, µM (doses to about 114 µM), for the others: at the top dose activity change, negative = inhibition, hits mostly inhibitors; actives 4.4% (n = 390,000); AID 504339; O75164; AlphaScreen JMJD2A-Tudor / H3K4me3 peptide binding; further: potency means the concentration at half of the fitted maximal effect; on the % scale 0 is the no-effect control and ±100 the full control effect; nearly all actives have a fitted effect of over 50% in size
G9a inh = inhibitors of human histone lysine methyltransferase G9a. Q96KQ7. actives 8.8% (n = 350,000). Potency, µM (doses to about 102 µM), for the others: top-dose activity, negative = inhibition, most hits filed as inhibitors. G9a H3K9 monomethylation, AlphaScreen, 2 h; further: potency means the concentration at half of the fitted maximal effect; on the % scale 0 is the no-effect control and ±100 the full control effect; nearly all actives have a fitted effect of over 75% in size
Target sequence (Q96KQ7 913-1193 limits assumed): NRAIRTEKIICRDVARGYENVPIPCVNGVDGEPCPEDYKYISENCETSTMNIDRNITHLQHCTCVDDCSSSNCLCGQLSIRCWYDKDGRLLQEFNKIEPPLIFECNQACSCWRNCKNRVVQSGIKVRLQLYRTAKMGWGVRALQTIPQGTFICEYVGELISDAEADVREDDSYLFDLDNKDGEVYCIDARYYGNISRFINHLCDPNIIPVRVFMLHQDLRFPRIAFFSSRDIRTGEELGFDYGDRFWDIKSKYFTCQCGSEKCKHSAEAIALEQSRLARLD
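Using a bead-based AlphaScreen, monomethylated H3K9 product from 2 h room-temperature reactions (G9a 20 nM, peptide 500 nM, SAM 20 uM) was detected with 0.5 ug/mL rabbit anti-H3K9me1 antibody.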
Numbers without * were called inactive; [ ] = another dose, or the depositor's remark. Unless noted, the call rests on the fitted dose curve; in most records, active means well fitted curve in the direction sought with a large enough effect; inconclusive means small, poorly fitted or top-dose-only effect, or another doubt; inactive means no such curve, though single readings can be large; an effect the other way counts as inactive or inconclusive.

For CC1(C)CC(NS(=O)(=O)c2ccc(S(=O)(=O)N3CCOCC3)cc2)CCO1 (centres undefined) the results were Tb PGK inh 4%, PI4K2A block 0, HP1b binding inh 9%, Pin1 inhibitor -1%, GLS inh 0%, ERG Ets-DNA blk -7%, BAZ2B inh 21%, JMJD2A Tudor -4% and G9a inh 19%.
COc1cccc(C2C3=C(CC(C)(C)CC3=O)Nc3cc4c(cc32)OCO4)c1 (centres undefined) was read as Tb PGK inh -3%, PI4K2A block 3, HP1b binding inh 7%, Pin1 inhibitor -14%, GLS inh 7%, ERG Ets-DNA blk -1%, BAZ2B inh -28%, JMJD2A Tudor inconclusive and G9a inh inconclusive.
`CCOc1cc(/C=N/N=C2/NC(=O)C(CC(=O)O)S2)ccc1OS(=O)(=O)c1ccc(C)cc1` (centres undefined) gave Tb PGK inh inconclusive, PI4K2A block 1, HP1b binding inh 26%, Pin1 inhibitor -1%, GLS inh 20%, ERG Ets-DNA blk -6%, BAZ2B inh inconclusive, JMJD2A Tudor -7% and G9a inh 11%.
For CCOC(=O)c1cnn(Cc2ccccc2)c1N the results were Tb PGK inh inactive, PI4K2A block 1, HP1b binding inh 30%, Pin1 inhibitor 4%, GLS inh 9%, BAZ2B inh 6%, JMJD2A Tudor -15% and G9a inh 10%[59 µM].
Screening CN(C)S(=O)(=O)c1cccc(C(=O)NCC2CCCO2)c1 (centres undefined) returned Tb PGK inh 1%, PI4K2A block -3, HP1b binding inh 18%, Pin1 inhibitor 0%, GLS inh 3%, ERG Ets-DNA blk -10%, BAZ2B inh 6%, JMJD2A Tudor -10% and G9a inh -23%[12.7 µM].
`Cc1c(NC(=O)CSc2ncn[nH]2)c(=O)n(-c2ccccc2)n1C` gave Tb PGK inh -5%, PI4K2A block -1, HP1b binding inh 11%, Pin1 inhibitor -6%, GLS inh 7%, ERG Ets-DNA blk 10%, BAZ2B inh 1%, JMJD2A Tudor -14% and G9a inh 1%[59 µM].
COc1cc2oc3cc(C)oc(=O)c3c2cc1OC was read as Tb PGK inh -1%, PI4K2A block -2, HP1b binding inh 41%[activator], Pin1 inhibitor inconclusive, GLS inh 1%, ERG Ets-DNA blk -6%, BAZ2B inh -31%, JMJD2A Tudor -4% and G9a inh inconclusive.
`COc1ccc(NS(=O)(=O)c2csc(C(N)=O)c2)cc1OC` gave Tb PGK inh 10%, PI4K2A block 2, HP1b binding inh 8%, Pin1 inhibitor -1%, GLS inh 1%, ERG Ets-DNA blk 2%, BAZ2B inh 32%[activator], JMJD2A Tudor -3% and G9a inh 15%.
For O=C(OCc1ccc([N+](=O)[O-])cc1)c1cnc(Cl)c(Cl)c1 the results were Tb PGK inh inactive, PI4K2A block -6, HP1b binding inh 10%, Pin1 inhibitor 1%, GLS inh -2%, ERG Ets-DNA blk -21%, BAZ2B inh -9%, JMJD2A Tudor -3% and G9a inh 6%.
O=C(CN(Cc1ccccc1)S(=O)(=O)c1ccc(Br)cc1)N/N=C/c1ccccc1C(=O)O was read as Tb PGK inh 7%, PI4K2A block -2, HP1b binding inh 25%, Pin1 inhibitor 13%, GLS inh 16%, ERG Ets-DNA blk -20%, BAZ2B inh -6%, JMJD2A Tudor -17% and G9a inh -6%.
Screening CC(=O)Nc1ccc(C)cc1-c1nc2ccccc2n(CC(=O)Nc2cc(Cl)ccc2C)c1=O returned Tb PGK inh -12%, PI4K2A block -3, HP1b binding inh 7%, Pin1 inhibitor 3%, GLS inh -16%, ERG Ets-DNA blk -11%, BAZ2B inh inconclusive, JMJD2A Tudor -19% and G9a inh -24%[59 µM].
CC1CCC(=O)N(CCSc2ccccc2)CC1 (centres undefined) was read as Tb PGK inh 1%, PI4K2A block 6, HP1b binding inh 20%, Pin1 inhibitor 1%, GLS inh 0%, ERG Ets-DNA blk -6%, BAZ2B inh -4%, JMJD2A Tudor -15% and G9a inh 23%.
For CCN(CC)S(=O)(=O)c1cc(C(=O)N=c2sccn2C)ccc1OC the results were Tb PGK inh -9%, PI4K2A block -3, HP1b binding inh 11%, Pin1 inhibitor -1%, GLS inh 4%, ERG Ets-DNA blk -2%, BAZ2B inh -1%, JMJD2A Tudor -11% and G9a inh 77%[activator].
For O=C(O)c1cccc(Br)c1 the results were Tb PGK inh 6%, PI4K2A block -1, HP1b binding inh 23%, Pin1 inhibitor 3%, GLS inh 22%, ERG Ets-DNA blk 4% and JMJD2A Tudor -15%.
For CC(C(=O)NC1CCCC1)N(c1ccc(Oc2ccccc2)cc1)S(C)(=O)=O (centres undefined) the results were Tb PGK inh -11%, PI4K2A block 4, HP1b binding inh 43%[activator], Pin1 inhibitor -1%, GLS inh 7%, ERG Ets-DNA blk 8%, BAZ2B inh -18%, JMJD2A Tudor 5% and G9a inh -35%.
`CCn1cc([N+](=O)[O-])c(C(=O)Nc2ccn(Cc3ccccc3)n2)n1` gave Tb PGK inh 9%, PI4K2A block -4, HP1b binding inh 33%, Pin1 inhibitor -4%, GLS inh 0%, ERG Ets-DNA blk -5%, BAZ2B inh 8%, JMJD2A Tudor -4% and G9a inh 10%[59 µM].
For O=C(c1ccc2c(c1)OCO2)N(CC1CCCO1)C1(C(=O)NC2CCCCC2)CCCCC1 (centres undefined) the results were Tb PGK inh -4%, PI4K2A block 2, HP1b binding inh 22%, Pin1 inhibitor 2%, GLS inh -1%, ERG Ets-DNA blk -3%, BAZ2B inh 5%, JMJD2A Tudor -7% and G9a inh inconclusive.
Cc1ccc(S(=O)(=O)N(C)CC(=O)OCC(=O)NC(=O)Nc2ccc3c(c2)OCCO3)cc1 was read as Tb PGK inh -5%, PI4K2A block -7, HP1b binding inh inconclusive, Pin1 inhibitor 0%, GLS inh 19%, ERG Ets-DNA blk -5%, BAZ2B inh -25%, JMJD2A Tudor inconclusive and G9a inh -14%[59 µM].
`COc1ccccc1N1CCN(S(=O)(=O)c2cc(C(F)(F)F)cc(C(F)(F)F)c2)CC1` gave Tb PGK inh -3%, PI4K2A block -2, HP1b binding inh 45%[activator], Pin1 inhibitor 4%, GLS inh 3%, ERG Ets-DNA blk 12%, BAZ2B inh 4% and JMJD2A Tudor -4%.
`O=C(Nc1ccccc1Br)C1CCN(C(=O)Cc2ccccc2)CC1` gave Tb PGK inh 3%, PI4K2A block -3, HP1b binding inh 26%, Pin1 inhibitor 4%, GLS inh -1%, ERG Ets-DNA blk 9%, BAZ2B inh 5%, JMJD2A Tudor -1% and G9a inh 2%[59 µM].
Screening CSc1nnc(-c2ccccc2SC)o1 returned Tb PGK inh -8%, PI4K2A block -3, HP1b binding inh 10%, Pin1 inhibitor 5%, GLS inh -2%, ERG Ets-DNA blk 3%, BAZ2B inh 1%, JMJD2A Tudor -8%[11.4 µM] and G9a inh -1%.
COCCCn1c(SCC(=O)Nc2ccc(OC)cc2)nc2c(sc3ccccc32)c1=O was read as Tb PGK inh 0%, PI4K2A block 3, HP1b binding inh 10%, Pin1 inhibitor 1%, GLS inh -5%, ERG Ets-DNA blk 1%, BAZ2B inh -1%, JMJD2A Tudor 1% and G9a inh -6%[59 µM].
Screening CC1CCN(S(=O)(=O)c2ccc3c(c2)N(CC(=O)NCCCOC(C)C)C(=O)CS3)CC1 returned Tb PGK inh 7%, PI4K2A block 1, HP1b binding inh 31%, Pin1 inhibitor 3%, GLS inh -2%, ERG Ets-DNA blk 4%, BAZ2B inh -3%, JMJD2A Tudor -3% and G9a inh 10%.
Screening O=C(Cn1nc(-c2ccc3c(c2)OCCO3)ccc1=O)Nc1ccc(-n2cnnn2)cc1 returned Tb PGK inh -2%, PI4K2A block -3, HP1b binding inh 33%, Pin1 inhibitor inconclusive, GLS inh 2%, ERG Ets-DNA blk -5%, BAZ2B inh -16%, JMJD2A Tudor -8% and G9a inh 6%.
For COc1ccc(-n2cc(C(=O)c3cc4ccccc4oc3=O)c(C(C)=O)n2)cc1 the results were Tb PGK inh -10%, PI4K2A block 3, HP1b binding inh 2%, Pin1 inhibitor 2%, GLS inh -2%, ERG Ets-DNA blk 3%, BAZ2B inh -33%, JMJD2A Tudor -15% and G9a inh 1%[59 µM].
COc1ccc(CC(=O)NCC(=O)N/N=C(/C)c2ccco2)cc1 was read as Tb PGK inh -9%, PI4K2A block -2, HP1b binding inh 9%, Pin1 inhibitor -11%, GLS inh 0%, ERG Ets-DNA blk -9%, BAZ2B inh -4%, JMJD2A Tudor -1% and G9a inh 24%[59 µM].
`CCOc1ccc(NC(=O)CN2CCN(CC(=O)Nc3ccc(OC)cc3OC)CC2)cc1` gave Tb PGK inh -4%, PI4K2A block -2, HP1b binding inh 72%[activator], Pin1 inhibitor -6%, GLS inh -1%, ERG Ets-DNA blk -4%, BAZ2B inh -11%, JMJD2A Tudor -20% and G9a inh inconclusive.
Screening COc1cc(NC(=O)c2ccco2)c(OC)cc1NC(=O)c1cc(OC)c(OC)c(OC)c1 returned Tb PGK inh -10%, PI4K2A block 2, HP1b binding inh -4%, Pin1 inhibitor -1%, GLS inh inconclusive, ERG Ets-DNA blk 1%, BAZ2B inh 5%, JMJD2A Tudor -23% and G9a inh 0%[59 µM].
